EWS-Fli inh: EWS/Fli-driven NR0B1 reporter inhibitors, primary screen, A673 cells, NR0B1 luciferase, luminescence, MLPCN library. viability-normalised. inhibition, % at 12.6 µM. actives 0.67% (n = 350,000). AID 651661, 2012;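 active means mean inhibition of at least 50% after viability correction, with every replicate also passing that limit; inconclusive means mean reaches 50% but only one of two replicates passes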;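 further: firefly luciferase signal divided by Alamar Blue viability fluorescence both relative to DMSO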
CASP6 VEID inh: human caspase-6 inhibitors, primary screen, biochemical, VEID-R110 fluorescence, single point, set 2 | P55212 | purified caspase-6, Z-VEID-R110 cleavage fluorescence | inhibition, % at 12.5 µM | actives 0.53% (n = 350,000) | AID 686996, 2013;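 active means mean inhibition across replicates at least about 35%, with every replicate also reaching that limit, limit read from the data; inconclusive means only one of the two criteria met; inactive means neither criterion met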;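 further: 0% = median of neutral control wells and 100% = no fluorescence left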
Target sequence (P55212 24-179 limits assumed): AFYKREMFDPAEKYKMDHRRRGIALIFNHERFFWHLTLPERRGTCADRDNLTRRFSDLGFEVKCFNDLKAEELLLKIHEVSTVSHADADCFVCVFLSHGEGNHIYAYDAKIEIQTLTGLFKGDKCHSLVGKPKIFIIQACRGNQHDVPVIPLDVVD
Target sequence (P55212 194-293 limits assumed): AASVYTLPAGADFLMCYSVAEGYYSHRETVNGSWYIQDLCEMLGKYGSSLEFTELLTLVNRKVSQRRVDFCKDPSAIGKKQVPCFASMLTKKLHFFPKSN
LGR2 inh: inhibitors of bursicon-induced LGR2 CRE-luciferase signal, primary screen, cell-based, HEK293, CRE-luciferase reporter, bursicon stimulation; Drosophila bursicon receptor LGR2 (rickets); bursicon-stimulated, 4 h; inhibition, % at 9.99 µM; actives 0.35% (n = 380,000);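 active means drop in luminescence signal, shown as inhibition above about 50% in the replicate tests, limit read from the data, passing the limit was not always enough; inconclusive means probably only some replicates passing the limit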;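 further: agonist challenge used bursicon conditioned medium at about half maximal strength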
Cneo AK release: Cryptococcus neoformans cell lysis inducers, primary screen, AK release luminescence, single concentration; actives 0.2% (n = 360,000); C. neoformans lysis, adenylate kinase release luminescence, 4 h; normalised: neutral wells 0, clomiphene wells 100; lysis activity, % at 15 µM;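 active means mean lysis activity across replicates of at least 80%, whatever share of replicates individually reach that level; inactive means mean lysis activity below 80%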
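Assay system: Cryptococcus neoformans yeast cells / Dosing: single-point compound dose / Timing: 4 h at 37 °C static, read 1 h later / Measured by: luminescence of released adenylate kinase using an AK detection reagent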
FN deposit inh: inhibitors of fibronectin matrix deposition, primary screen, AH1F cells, Alexa488-fibronectin fluorescence, plate reader; inhibition, % at 12.6 µM; AH1F fibroblasts, overnight; actives 0.086% (n = 350,000);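 active means mean inhibition across replicates of 30% or more, regardless of how many single replicates reach that level; inconclusive means mean under 30% yet at least half of replicates reach 30%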;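 further: positive control wells lacked labelled fibronectin entirely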
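Schedule: 1 h cell adhesion before compound, then overnight fibronectin incubation; test system: AH1F fibroblast monolayer depositing Alexa488-labelled fibronectin into matrix; quantity: 10000 AH1F cells per well; probe or stimulus: fluorescent fibronectin at 24 nM final; signal: fluorescence, ex 485 nm, em 525 nm; evaluation: percent inhibition as loss of matrix-bound fibronectin fluorescence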
PAX8 inh HTS: inhibitors of PAX8-driven TPO luciferase reporter, primary screen, RMG-I cells, single concentration; SteadyGlo, 24 h; inhibition, % at 12.6 µM; actives 1.2% (n = 360,000);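 active means mean replicate inhibition at least 60% with every replicate also reaching 60%; inconclusive means only one of the two criteria is met; inactive means mean below 60% and not all replicates reaching 60%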;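 further: luciferase light reporting Pax8 driven TPO promoter activity; plate controls were median of neutral control wells for no effect and mitoxantrone controls for full effect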
PGC1a acetyl inh: inhibitors of PGC1a acetylation signal, primary screen, cell-based, U2OS, AlphaScreen, inhibitor mode; inhibition, % at 15.6 µM; AlphaScreen anti-acetyl-lysine; with virally co-expressed GCN5 acetyltransferase; actives 0.17% (n = 350,000);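 active means every replicate shows inhibition of at least 40%; inconclusive means mean inhibition at least 40% but some replicate below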;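 further: 0% = neutral control wells and 100% = positive control wells; some results beyond the cut were filed as inactive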
miR122 inh: miR-122 Renilla sensor signal increase in Huh7, primary screen, miR-122 inhibitor project, cell-based, single point, plate reader; Huh7 miR-122 Renilla luciferase sensor, 48 h; neutral wells = 0, positive control = 100; activation (reporter increase), % at 12.5 µM; actives 0.3% (n = 340,000);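 active means mean replicate activation score at least 90 and every replicate individually at or above 90; inconclusive means only one of the two criteria met; inactive means neither criterion met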;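 further: higher luciferase means less miR-122 activity so hits act as miR-122 inhibitors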
The depositor's hits bear a star; ? = inconclusive; nt = not tested or not shown; & = joins results of further samples; [ ] = dose if it differs, or a comment.

SMILES	EWS-Fli inh	CASP6 VEID inh	LGR2 inh	Cneo AK release	FN deposit inh	PAX8 inh HTS	PGC1a acetyl inh	miR122 inh
O=C(CCNS(=O)(=O)c1ccccc1Cl)OCc1nnc(-c2ccccc2Cl)o1	-3	2	-9	nt	-4	3	4	nt
N#Cc1cccc(-c2ccc([C@H]3[C@H]4CN(C(=O)Nc5ccccc5)CCCCN4[C@H]3CO)cc2)c1	8	0	-15	-1	nt	7	8	2[16.7 µM]
Cn1c(CNC(=O)CNC(=O)c2ccccc2F)cc(=O)n(C)c1=O	4	-3	14	4	-11	2	3	-2
COc1ccc(Cl)cc1NC(=O)COC(=O)Cc1cccs1	4	1	-14	-1	1	7	-6	5
CC(=O)NC1C(Oc2ccccc2C)OC2COC(c3ccco3)OC2C1O (stereo unspecified)	-9	8	40	1	10	-7	nt	-14
CCOc1ccc(-c2nc(CSCC(=O)N3CCN(C(=O)c4ccco4)CC3)c(C)o2)cc1	-7	3	-19	-4	-6	-88	-1	6
CCCCN(C)C(=O)CC(NS(=O)(=O)c1ccc(NC(C)=O)cc1)C(C)C (stereo unspecified)	7	-3	12	-6	-4	2	7	-3
O=C(CCC(=O)OCc1ccc(Br)cc1)Nc1ccccc1	0	2	-4	nt	-1	42	nt	nt
Cc1ccc(C2CC(c3cccc(Cl)c3)n3nc(N)nc3N2)cc1 (stereo unspecified)	8	0	27	-1	6	-2	nt	-2
Cc1cc(-c2nnc(CSc3nnc(NC(=O)c4ccc(C(C)(C)C)cc4)s3)o2)ccc1[N+](=O)[O-]	-64	2	-48	nt	2	-30	nt	nt
C[C@@H]1CN([C@@H](C)CO)C(=O)c2cc(NC(=O)Nc3ccc(C(F)(F)F)cc3)ccc2O[C@@H](C)CCCCO[C@H]1CN(C)Cc1ccc2c(c1)OCO2	-2	0	7	-1	-2	83*	-8	-19[16.7 µM]
O=C(NCc1ccco1)c1ccc2sc([C@H]3C[C@H](O)[C@@H](CO)O3)nc2c1	-1	2	nt	0	nt	-7	nt	-6
CC(C)NC(=O)N(C)C[C@H]1Oc2ccc(NC(=O)Cn3cnnn3)cc2CC(=O)N([C@H](C)CO)C[C@@H]1C	-6	0	3	2	nt	23	2	-4[16.7 µM]
COc1cccc(/C=N/NC(=O)Cn2ccnc2C)c1	10	-4	-3	nt	3	23	nt	nt
CCn1c(SCC(=O)Nc2ccc3c(c2)c2ccccc2n3CC)nnc1-c1ccco1	nt	nt	nt	-1	9	nt	-21	5
Cc1cccc(S(=O)(=O)N[C@@H]2CC[C@H](CCn3cc(-c4ccccn4)nn3)O[C@H]2CO)c1	3	-1	-17	15	-1	3	-11	nt
C[C@@H]1CN([C@H](C)CO)C(=O)c2cc(NC(=O)c3ccncc3)ccc2O[C@@H](C)CCCCO[C@H]1CN(C)C(=O)Nc1cccc2ccccc12	-53	0	-5	0	nt	58	-21	-5[16.7 µM]
CN(C)C(=O)c1cc(C(=O)Cc2ccccc2)c[nH]1	3	-2	13	-1	-2	-33	-7	-5
O=S1(=O)N=CN(Cc2cccc(F)c2)c2ccccc21	nt	nt	nt	0	-10	14	nt	157*
Cc1ccc(Nc2ccc(N)cc2S(=O)(=O)O)cc1	7	62*	4	-4	2	5	-5	nt
Nc1ccc(S(=O)(=O)Nc2nccc(/C=C/c3cccc(Br)c3)n2)cc1	7	-3	13	5	3	39	11	12
O=C(COC(=O)Cn1cnc2ccccc21)Nc1cc(S(=O)(=O)N2CCOCC2)ccc1Cl	-6	2	-11	-11	4	12	-2	-6
O=C(Nc1cccc([N+](=O)[O-])c1)C12CC3CC(C1)CC(n1cnc([N+](=O)[O-])n1)(C3)C2	nt	nt	-8	0	nt	nt	-28	-7
O=C(O)/C=C/c1cn(-c2ccccc2)nc1-c1ccc2c(c1)OCCO2	-1	-1	8	1	-6	-37	-4	-1
Cc1c(C(=O)N2CCN(C(=O)c3ccco3)CC2)sc2nc(-c3ccc(F)cc3)cn12	-14	-2	-24	3	2	18	7	-3
O=C(CSc1ncccc1C(=O)O)c1cccc(C(F)(F)F)c1	-27	12	-20	1	nt	-49	nt	-4
Cc1cnc(C(=O)Nc2ccc(C(C)C)cc2)cn1	-43	-3	-68	nt	-8	-155	nt	nt
CCOc1ccccc1NC(=O)CCC(=O)Nc1ccccc1OCC	nt	nt	nt	-1	-8	-9	11	-4
CN1c2ccc(Br)cc2[C@@H]2[C@@H](CCN2C(=O)C2CCOCC2)[C@@H]1CO	7	2	13	-6	4	5	-5	-3[16.7 µM]
Cc1noc(C)c1NC(=O)N(C)C[C@@H]1OCCCC[C@H](C)Oc2ccc(NC(=O)C3CCCCC3)cc2C(=O)N([C@@H](C)CO)C[C@@H]1C	3	-4	5	1	nt	-10	9	-2[16.7 µM]
CCOc1cc(NC(=O)c2ccccn2)c(OCC)cc1NC(=O)c1ccc(Cl)cc1	-7	0	0	0	-1	18	nt	-34
O=C(NCc1ccncc1)C(=O)NCC1OCCN1S(=O)(=O)c1ccc(F)cc1 (stereo unspecified)	1	-9	6	0	4	3	-1	-3
O=C(C[C@H]1C[C@H]2c3cc(NC(=O)C4CCC4)ccc3O[C@H]2[C@@H](CO)O1)NCCN1CCCCC1	1	-4	0	1	-15	-3	1	1[16.7 µM]
CCN(CC)S(=O)(=O)c1ccc(C)c(NC(=O)COc2ccc(Cl)cc2Br)c1	22	0	9	3	-6	37	nt	nt
O=C(COC(=O)Cn1cc(C(F)(F)F)ccc1=O)Nc1ccc(Br)cc1F	0	5	-5	-14	-2	-16	nt	nt
COc1ccc(Cl)cc1NC(=O)CN1CCC(n2nnc3cc(C)ccc32)CC1	nt	nt	nt	nt	18	32	?	2
Cc1cccn2c(=O)c(C=C(C#N)C#N)c(N3CCN(c4ccccc4)CC3)nc12	15	0	29	nt	5	11	nt	nt
O=C(CSC1CCc2ccccc21)NNC(=O)Nc1ccc(Cl)cc1 (stereo unspecified)	-63	-1	-35	nt	-1	-105	nt	nt
CC(C)N1CC(C(=O)Nc2ccc(Cl)cc2Cl)CC1=O (stereo unspecified)	-13	1	1	0	-2	-30	nt	-1
O=C(C[C@@H]1CC[C@@H]2[C@H](COC[C@H](O)CN2S(=O)(=O)c2ccccc2)O1)N[C@H]1CCN(Cc2ccccc2)C1	-4	1	2	-3	0	-15	0	2[16.7 µM]
Cc1ccccc1OCCCn1c(CO)nc2ccccc21	-30	0	-18	nt	-1	-19	-7	nt
CC(=O)NN=C(C)c1ccc(NC(=O)C2CC2)cc1	-13	-3	-13	1	3	-27	10	-7
CCO[C@@H]1c2c(ccc3ccc(=O)oc23)OC(C)(C)[C@@H]1O	2	1	7	-1	14	-4	6	0
Cc1noc(C)c1NC(=O)N(C)C[C@H]1Oc2ccc(N(C)C)cc2C(=O)N([C@@H](C)CO)C[C@@H]1C	-7	-1	12	-2	nt	-25	-6	-1[16.7 µM]
O=C(N/N=C/c1ccc(-c2ccccc2[N+](=O)[O-])o1)[C@H]1C[C@@H]1c1ccccc1	-4	1	nt	nt	-1	5	nt	nt
NC(=O)/C(=N\O)c1ccccc1	nt	nt	nt	-1	0	4	-2	-1
Cc1ccc(OCCn2cc(/C=C(\C#N)C(=O)NCC3CCCO3)c3ccccc32)cc1C (stereo unspecified)	10	1	nt	0	12	-28	nt	1
CCCn1cnc2c(SCc3ccccn3)nc(N)nc21	-11	1	-49	0	7	-5	-2	nt
Nc1nnnn1CC(=O)N/N=C/c1ccccn1	1	-1	-3	-1	8	27	6	-10
O=C1CN(C(=O)CSc2nc(-c3ccc(Cl)cc3)cs2)c2ccccc2N1	-9	-2	17	-1	8	-8	-13	7
CC(C)C[C@H]1CN(CCCC[C@@H]2CNC(=O)C(=O)N2Cc2ccccc2)C(=O)C(=O)N1CCC1CCCCC1	5	3	-15	nt	-2	-2	nt	nt
COc1ccc(NC(=O)c2ccco2)cc1NC(=O)COc1ccccc1[N+](=O)[O-]	8	0	-3	-6	3	17	35	3
Cc1ccc(C)c(N2CCN(C(C(=O)NC3CCCC3)C(C)C)CC2)c1 (stereo unspecified)	8	-4	6	nt	6	-14	nt	nt
CC(C)Oc1ccc(CCc2nnc(SCC(=O)O)n2-c2ccccc2)cc1	6	0	28	nt	4	-18	nt	nt
COc1ccc(-c2nc(C#N)c(NCCCN(C)C)o2)cc1OC	nt	nt	21	8	nt	nt	5	0
COC(=O)C(C)Sc1ncnc2c1nnn2-c1ccc(F)cc1 (stereo unspecified)	nt	nt	-15	-3	nt	nt	4	-1
C[C@@H]1CN([C@@H](C)CO)C(=O)Cc2cc(NC(=O)Nc3cccc4ccccc34)ccc2O[C@@H]1CN(C)Cc1ccc(C(F)(F)F)cc1	11	-4	23&4	1	7	?	-10	-7
COCOc1ccc(-c2cc(=O)c3c(O)cc(OCOC)cc3o2)cc1	-21	2	-7	-1	nt	nt	-4	2
C[C@@H]1CN([C@@H](C)CO)C(=O)c2cc(NC(=O)Nc3ccccc3)ccc2O[C@@H]1CN(C)C	nt	1	5	-2	nt	0	-2	5[16.7 µM]
CN(C)C(=O)[C@H]1[C@H](CO)[C@H]2Cn3c(ccc(-c4ccncc4)c3=O)[C@H]2N1Cc1ccccc1F	-8	-3	-17	-3	nt	2	nt	2[16.7 µM]

Next part
SMILES	EWS-Fli inh	CASP6 VEID inh	LGR2 inh	Cneo AK release	FN deposit inh	PAX8 inh HTS	PGC1a acetyl inh	miR122 inh
CCS(=O)(=O)N1[C@H](CO)[C@H](c2ccccc2)[C@H]1CN(C(C)=O)C1CCCC1	-8	-1	4	nt	1	nt	nt	nt
NC(=O)CC(NC(=O)c1ccccc1)c1ccc(NCCCN2CCCC2=O)c([N+](=O)[O-])c1 (stereo unspecified)	-12	4	-19	1	10	16	nt	nt
C[C@H]1CCCCO[C@@H](CN(C)S(=O)(=O)c2ccc(F)cc2)[C@@H](C)CN([C@@H](C)CO)C(=O)c2cc(NS(=O)(=O)c3ccc(Cl)cc3)ccc2O1	-4	7	15	6	0	69*	-2	-1[16.7 µM]
CCOC(=O)c1ccc(N2C(=O)CC(N3CCOCC3)C2=O)cc1 (stereo unspecified)	nt	nt	-6	0	nt	nt	-7	-4
CO[C@@H](CN(C)C(=O)C1CC1)[C@@H](C)CN(C(=O)Nc1ccc(C(F)(F)F)cc1)[C@H](C)CO	-8	4	6	-1	1	4	12	nt

Gathered by group: those above containing two or more sulfur atoms
SMILES	EWS-Fli inh	CASP6 VEID inh	LGR2 inh	Cneo AK release	FN deposit inh	PAX8 inh HTS	PGC1a acetyl inh	miR122 inh
Cc1cc(-c2nnc(CSc3nnc(NC(=O)c4ccc(C(C)(C)C)cc4)s3)o2)ccc1[N+](=O)[O-]	-64	2	-48	nt	2	-30	nt	nt
O=C1CN(C(=O)CSc2nc(-c3ccc(Cl)cc3)cs2)c2ccccc2N1	-9	-2	17	-1	8	-8	-13	7
C[C@H]1CCCCO[C@@H](CN(C)S(=O)(=O)c2ccc(F)cc2)[C@@H](C)CN([C@@H](C)CO)C(=O)c2cc(NS(=O)(=O)c3ccc(Cl)cc3)ccc2O1	-4	7	15	6	0	69*	-2	-1[16.7 µM]

Assay outcomes deposited in PubChem BioAssay by Broad Institute.
